Screening results deposited in PubChem by several laboratories.
MOR-DOR ag – agonists of human mu-delta opioid receptor heterodimerization; 340,000 tested, 0.3% active; AID 504326; P35372+P41143; activation, % at 9.3 µM; cells, OPRM1-OPRD1 heterodimerization, luminescence; in the data active means activation above about 18%;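 further: 0% = vehicle-treated cells and 100% = reference agonist; values of inactives mirror those of a sister screen read the other way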
AddAB inh – less growth of phage-infected E. coli with AddAB; E. coli expressing H. pylori AddAB, absorbance growth; inhibition, % at 11.9 µM; 330,000 tested, 0.29% active; in the data active means inhibition above about 12%;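 further: 0% = vehicle wells of infected cells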
Ecoli viability – counter-screen for AddAB inhibitors: E. coli growth inhibition | E. coli V3065 growth, OD600 absorbance, 18 h | inhibition, % at 11.9 µM | 330,000 tested, 0.27% active | AID 449728;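 active means inhibition above the campaign's mean inhibition across all tested compounds plus 3 SD, cut at about 9.9% in these data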;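 further: uninfected addAB+ strain grown without phage in ampicillin broth; 0% = DMSO wells and 100% = ciprofloxacin 0.95 µg/ml wells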
phage Ecoli inh – E. coli growth loss with phage present; inhibition, % at 11.9 µM; growth absorbance; 360,000 tested, 0.26% active; in the data active means inhibition above about 11%
SUMO Mot1 rescue – blocks SUMOylation pathway, rescuing yeast Mot1-301 growth. S. cerevisiae Mot1-301 growth rescue, ATP luminescence, 38.5C; percent above DMSO median, 100 means doubled. growth rescue, % at 18.8 µM. 320,000 tested, 1% active. AID 2716;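 active means every valid replicate shows activation above 250% relative to neutral control wells; inactive means the rest, any valid replicate at or below 250%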;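 further: OY570 slx delta 5 strain wells were the positive control but not used for scaling; some compounds called inactive have numbers as strong as hits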
PKA-R2B activ – PKA-R2B complex activation; AID 504700; PKA-R2B holoenzyme dissociation, Cy5-IP20 fluorescence polarization; R2B truncated from residue 108, S112A mutant; 0% DMSO only, 100% 113 µM cGMP; 340,000 tested, 0.079% active; activation, % at 11.4 µM; P22694+P31323;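 active means activation above a cutoff set at the mean over all compounds plus 3 SD, cut at about 18% in these data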;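 further: higher means more holoenzyme dissociation and a rise in polarization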
Target sequence (P31323 whole entry, looked up, other chains not shown, the tested form may be a part): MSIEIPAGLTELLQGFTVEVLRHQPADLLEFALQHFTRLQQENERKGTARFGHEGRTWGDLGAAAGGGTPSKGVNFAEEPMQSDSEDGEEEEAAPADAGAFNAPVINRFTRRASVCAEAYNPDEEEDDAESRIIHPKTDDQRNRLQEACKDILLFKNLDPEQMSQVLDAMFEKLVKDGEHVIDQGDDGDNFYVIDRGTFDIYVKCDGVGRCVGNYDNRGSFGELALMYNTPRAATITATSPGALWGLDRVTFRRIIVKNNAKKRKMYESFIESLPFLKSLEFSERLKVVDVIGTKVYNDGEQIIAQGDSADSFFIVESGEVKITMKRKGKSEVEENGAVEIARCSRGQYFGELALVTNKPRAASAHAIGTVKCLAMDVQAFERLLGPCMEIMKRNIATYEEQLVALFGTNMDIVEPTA
PKA-R1A activ – PKA-R1A complex activation. P00514+P68181. activation, % at 11.4 µM. PKA-R1A dissociation, Cy5-IP20 fluorescence polarization; scaled: DMSO 0%, 113 µM cGMP 100%. 340,000 tested, 0.083% active;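 active means percent activation above the mean of all tested compounds plus 3 SD, cut at about 19% in these data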;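 further: higher means more PKAc released from R1A so a rise in polarization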
OPRM1-OPRD1 inv – inverse agonist of human OPRM1-OPRD1 heterodimerization; 340,000 tested, 0.21% active; P35372+P41143; inhibition, % at 9.3 µM; cell-based MOR-DOR heterodimer luminescence, inverse agonism; in the data active means inhibition above about 22%, passing the limit was not always enough;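 further: 0% = cells with DMSO and 100% = wells without cells with DMSO; values of inactives mirror those of a sister screen read the other way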
HTR5A inv ag – inverse agonist of human HTR5A in OPRM1-OPRD1 counter-screen. inhibition, % at 9.3 µM. HTR5A cell line, luminescence, inverse agonism. AID 504634. 340,000 tested, 0.083% active; in the data active means inhibition mostly above about 23%, no sharp cut-off; inactive means mostly below about 18%;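 further: 0% = cells with DMSO and 100% = no-cell wells with DMSO; some compounds called inactive have numbers as strong as hits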
Target sequence (P47898 whole entry, looked up): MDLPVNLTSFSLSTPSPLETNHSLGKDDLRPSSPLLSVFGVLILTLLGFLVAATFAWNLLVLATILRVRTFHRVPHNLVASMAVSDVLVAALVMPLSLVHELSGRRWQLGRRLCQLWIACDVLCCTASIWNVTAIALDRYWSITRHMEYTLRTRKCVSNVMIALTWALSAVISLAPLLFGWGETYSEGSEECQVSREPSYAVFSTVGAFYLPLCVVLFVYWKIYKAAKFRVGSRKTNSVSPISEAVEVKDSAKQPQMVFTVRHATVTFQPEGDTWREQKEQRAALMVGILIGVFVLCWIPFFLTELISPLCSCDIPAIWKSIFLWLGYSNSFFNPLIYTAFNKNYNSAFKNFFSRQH
PfHsp90 set2 – reduces growth (ATP signal) of yeast expressing P. falciparum Hsp90 | inhibition, % at 9.4 µM | AID 504621 | 310,000 tested, 0.32% active | S. cerevisiae expressing PfHsp90, BacTiter-Glo ATP, 48 h; yeast lacking PDR1 and PDR3 efflux regulators;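 active means every replicate shows inhibition above about 80%, whatever the replicate mean, limit read from the data; inconclusive means mean inhibition reaches the set limit but some replicate falls short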;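 further: 0% = DMSO neutral controls and 100% = 20 µM radicicol positive controls; yeast relying on Plasmodium falciparum Hsp90 in place of its own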
Tat export inh – E. coli Tat transport inhibition; E. coli MC4100 TorA-mCherry Tat export, fluorescence; inhibition, % at 10 µM; 340,000 tested, 0.036% active; AID 488895;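 active means mean replicate inhibition at least 50% and at least half of replicates individually reaching 50%; inconclusive means only one of the two criteria met; inactive means neither criterion met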;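 further: exported cargo escapes ClpAP degradation while cytoplasmic cargo is degraded and loses fluorescence; 0% = median of neutral control wells and 100% = median of NaSCN control wells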
The depositor's hits bear a star; ? = inconclusive; nt = not tested or not shown.

SMILES	MOR-DOR ag	AddAB inh	Ecoli viability	phage Ecoli inh	SUMO Mot1 rescue	PKA-R2B activ	PKA-R1A activ	OPRM1-OPRD1 inv	HTR5A inv ag	PfHsp90 set2	Tat export inh
CCCNC(=O)C(Cc1ccc(OC)cc1)NC(=O)c1ccc(C#N)cc1 (stereo unspecified)	-1.1	1.7	1.0	1.8	-15	3	4	6	-15	nt	-2
COc1cc(/C=C/C(=O)OCC(=O)Nc2oc(C)c3c(C)n[nH]c(=O)c23)ccc1OC(F)F	-0.2	3.5	0.7	-0.2	16	-9	-2	1	-20	-1	3
Cc1onc(-c2c(F)cccc2Cl)c1C(=O)Nc1ccc(S(=O)(=O)N2CCOCC2)cc1	-2.4	0.0	0.4	0.2	15	-8	3	10	-4	28	-2
COC(=O)c1cn(C(=O)c2ccc(OC)cc2)c2ccccc12	-1.7	-0.3	0.8	3.8	-16	-5	-2	8	12	-9	13
COC(=O)c1sccc1NC(=O)c1ccc(C)o1	-0.8	2.0	0.8	0.3	nt	-10	0	4	7	-79	-2
CCOC(=O)C1=C(C)NC(=O)NC1c1ccc(NC(C)=O)cc1 (stereo unspecified)	1.9	0.3	-0.2	-0.1	18	-2	-12	-11	20	nt	-11
O=C(N/C(=C\c1ccco1)C(=O)N1CCCCC1)c1ccc([N+](=O)[O-])cc1	-3.8	1.5	0.9	1.3	58	6	-6	15	-30	9	-4
O=C(O)C1=C[C@@H](c2coc3ccccc3c2=O)C[C@@H](OCCCCO)O1	-0.7	5.8	-1.0	0.6	6	-5	-3	4	11	-6	12
COc1cccc(OC)c1OCCN1CCN(C(c2ccccc2)c2ccccc2)CC1	-1.1	0.4	-3.1	-0.2	15	-5	-21	5	17	11	0
Clc1ccccc1CSc1nnc(-c2cccnc2)n1Cc1ccco1	-2.0	-1.8	-0.9	0.8	25	4	1	10	7	nt	?
O=C(NNc1ccc(Cl)nn1)c1ccc(Cl)cc1	-2.0	-1.4	-1.8	6.2	-23	-1	5	14	-2	22	-10
CCn1cc(CN2CCC(n3nccc3NC(=O)C3CCCC3)CC2)c(C)n1	-3.2	1.5	-0.8	-0.9	9	4	0	17	6	5	-6
O=C(CCSc1nnc2scc(-c3ccccc3)n12)Nc1nc(-c2ccccc2)ns1	-0.4	4.7	2.8	2.5	2	-5	0	2	0	-8	-9
COc1cccc(/C=C/C(=O)OCC(=O)Nc2cccc(S(=O)(=O)NC3=NCCCCC3)c2)c1	-2.5	1.3	-0.6	-1.6	-22	-3	8	10	-7	-16	-1
COc1ccc(-c2nc(CSCC(=O)N3CCN(C)CC3)c(C)o2)cc1OC	-2.7	2.1	1.7	1.7	17	-3	0	13	1	-1	7
Nc1c(C(=O)NCCC2=CCCCC2)sc2ccc(S(=O)(=O)N3CCCCC3)cc12	0.1	0.5	-1.1	4.5	-8	12	12	-1	-14	-3	5
CSCC[C@H](NC(=O)OC(C)(C)C)C(=O)N/N=C/c1cccc2nccnc12	-2.4	4.6	2.7	1.4	-10	-5	-12	12	-18	6	-7
CC(C)C(=O)NC(C)C(c1cccs1)N1CCN(C)CC1 (stereo unspecified)	-1.8	3.1	2.0	5.3	-23	12	-9	10	-15	-11	2
CCC(=O)Nc1nnc(Sc2ccc(N(C)C)cc2)s1	1.4	3.5	-0.5	2.3	22	-17	-4	-6	2	-2	8
COCCCn1c(C)nnc1SCC(=O)Nc1cccc(C)c1	-1.2	nt	nt	2.9	36	4	3	6	-7	10	3

The last two entries of the part before come first, to join the parts.
SMILES	MOR-DOR ag	AddAB inh	Ecoli viability	phage Ecoli inh	SUMO Mot1 rescue	PKA-R2B activ	PKA-R1A activ	OPRM1-OPRD1 inv	HTR5A inv ag	PfHsp90 set2	Tat export inh
CCC(=O)Nc1nnc(Sc2ccc(N(C)C)cc2)s1	1.4	3.5	-0.5	2.3	22	-17	-4	-6	2	-2	8
COCCCn1c(C)nnc1SCC(=O)Nc1cccc(C)c1	-1.2	nt	nt	2.9	36	4	3	6	-7	10	3
CCOc1cc(CNc2ccc3c(c2)CCC3)ccc1O	-2.0	1.6	1.3	-1.4	-5	-10	-8	10	-16	62	1
COc1ccc(OC)c(C2CC(=O)c3c([nH]c(C(=O)OCC4CCCO4)c3C)C2)c1 (stereo unspecified)	-2.3	1.4	1.0	0.9	67	-3	-2	12	8	4	-9
CCCN1CN(Cc2ccccc2)CC2=C1CC(C)(C)CC2=O	0.9	-1.3	-1.5	4.3	3	-9	-5	-5	-30	-17	-7
S=c1[nH]nc(CNc2cccc(Cl)c2)o1	-1.9	1.4	0.6	3.1	-1	2	-7	10	-7	-8	3
CC(C)(CN1CCCC1)NS(=O)(=O)c1ccc(Cl)cc1	1.1	3.1	2.0	0.5	23	5	-6	-7	5	-1	-7
CCCn1c(C)cc(-c2csc(N)n2)c1C	0.8	3.6	-0.8	1.9	nt	1	-6	-4	-47	12	-10
COc1ccc(C2CC(c3ccc(Br)cc3)=NN2C(=O)CSC2=NN3CCCC(=O)N=C3S2)cc1 (stereo unspecified)	-1.2	2.4	-1.3	nt	-14	-7	-1	6	-35	-11	7
Cc1ccc(C(=O)Nc2ncn[nH]2)cc1	-0.9	2.1	-0.5	-0.1	-12	9	-3	5	25	-33	-4
CC(=O)c1c(C)[nH]c(C(=O)N(CCc2ccccc2)Cc2ccccc2)c1C	-2.1	-0.7	0.4	-0.8	-5	0	-11	11	13	3	1
CC(C)(C)C(=O)Nc1nnc(-c2ccccc2)c(-c2ccccc2)n1	-0.1	1.1	2.8	1.1	15	11	3	0	6	1	-2
O=C(O)c1ccccc1N/N=C/c1cc(Br)cc(Br)c1O	-1.5	-0.2	-1.8	-0.1	26	0	2	8	3	9	7
O=C(NC1CCCCC1)c1c(O)nc2sccn2c1=O	1.8	0.6	0.8	2.7	-29	20*	4	-12	4	nt	0
O=S(=O)(c1ccc(F)cc1)N1CCn2c(nc3ccccc32)C1	nt	-2.3	-1.3	0.5	1	-3	-10	nt	nt	-6	-6
O=C(COC(=O)CCc1c[nH]c(=O)[nH]1)Nc1ccccc1Cl	0.0	1.2	0.3	4.4	16	0	3	0	-2	-91	-2
CC(=O)c1cc2c(cc1NC(=O)c1cc(C)nn1-c1ccccc1)OCO2	0.1	1.7	0.6	3.7	-1	9	-8	0	7	-45	3
CCc1nc(SCc2ccccc2C#N)n[nH]1	-1.1	nt	nt	2.5	67	-7	1	6	5	-10	-7
CCOC(=O)COc1ccc(S(=O)(=O)NCC2CCCO2)cc1 (stereo unspecified)	-0.7	2.0	0.4	0.5	15	-9	13	4	6	-11	-2
COc1cccc(NC(=O)CN(C)C(=O)CCNC(=O)c2ccccc2Cl)c1	-2.1	-3.4	1.9	0.7	-23	4	-19	8	-14	-16	1
CC(=O)NC1N=C(C)N(c2ccccc2)C1=O (stereo unspecified)	-1.9	3.4	0.6	3.1	12	-2	0	8	-12	-6	-3
COc1ccc(C(=O)c2c(C)oc3cc([N+](=O)[O-])c(O)c([N+](=O)[O-])c23)cc1	-3.7	-0.5	-0.8	1.5	-14	1	9	20	13	-42	8
Cc1cc(C)c(S(N)(=O)=O)c(C)c1N(C)S(=O)(=O)c1ccc(Cl)cc1	-1.4	3.3	1.1	0.7	5	-10	-4	8	-11	13	7
COc1cccc(=O)c2c(C)n(CC(=O)c3ccccc3)c(C)c12	-2.5	-2.4	-1.4	-3.7	38	-2	0	11	-39	5	-4
O=S(=O)(Nc1ncccn1)c1ccc(NC(=S)NCCc2ccccc2)cc1	-1.1	-3.7	-2.3	2.6	6	4	-5	5	2	14	-1
CCOC(=O)C(NCCc1ccccc1)(NC(=O)CC)C(F)(F)F (stereo unspecified)	-2.2	2.9	0.6	2.5	-2	-4	9	11	15	-19	15
COc1ccc(-c2cc(=O)[nH][nH]2)cc1	-2.3	0.9	0.9	1.9	-3	-4	-10	13	-10	-8	-4
CCCCn1c(C)nc2c(=O)n(C)c(=O)[nH]c21	-0.8	1.0	1.9	5.0	-17	7	6	4	-6	-15	-4
Cc1c(NS(=O)(=O)c2ccc(NCCN3CCOCC3)c([N+](=O)[O-])c2)c(=O)n(-c2ccccc2)n1C	-0.7	-0.5	-0.5	3.7	nt	-3	1	4	0	-8	-7
CC1(C)N=C(SCC(=O)Nc2ccc(Cl)cc2)C(c2ccc(Cl)cc2)=N1	1.7	1.3	0.2	0.3	-42	7	-5	-9	-22	110*	-3
CCOc1ccc2nc(COC(=O)c3cccs3)c(C(C)=O)[n+]([O-])c2c1	-2.3	-0.2	0.0	3.3	-7	1	-4	11	3	7	-1
CCn1c(SC)nnc1C1CCN(S(=O)(=O)c2ccc(OC)cc2)CC1	-2.0	3.3	0.7	0.3	nt	-9	-17	12	-23	nt	-3
COc1ccc(N2C(=O)CC(N3CCN(Cc4ccc5c(c4)OCO5)CC3)C2=O)cc1 (stereo unspecified)	-2.8	-0.9	-0.2	5.8	4	0	-10	15	15	1	3
COc1ccc(NC(=O)Nc2cccc3c2O[C@H](CN(C)S(C)(=O)=O)[C@@H](C)CN([C@H](C)CO)C3=O)cc1	-1.3	0.9	0.0	-0.8	1	-5	0	7	13	18	18
FC(F)(F)c1ccccc1NC(=S)N1CCCC1	-2.1	-0.6	1.4	1.3	59	7	-3	10	-14	-5	-7
O=C(Nc1ccc(F)cc1F)c1ccc2c(=O)n3c(nc2c1)CCC3	-2.6	nt	nt	3.0	nt	2	-11	14	36	nt	-13
O=C(CNc1cc(S(=O)(=O)N2CCOCC2)ccc1NCC1CCCO1)Nc1ccc(C(F)(F)F)cc1 (stereo unspecified)	1.0	4.4	1.9	0.2	-1	-20	-8	-6	-31	-6	3
COc1ccccc1CN1C[C@@H]2C[C@@H](c3[nH]c4ccc(C)cc4c3C)N3CCC[C@@]23C1=O	0.2	-1.8	-2.5	5.2	13	-14	-18	-1	3	-10	0
O=C(Nc1nnc(Cc2ccccc2)s1)c1ccco1	-2.2	2.3	0.4	1.6	1	-8	10	13	-11	-11	-14
COc1ccc(C)c2sc(N(CCCN(C)C)C(=O)c3ccc(S(=O)(=O)N(C)C)cc3)nc12	-1.9	-1.5	-2.1	4.9	-2	4	2	10	17	-9	4
CCC(CC)c1nnc(NS(=O)(=O)Cc2ccccc2)s1	-3.2	3.2	0.8	1.0	-4	-5	-4	13	12	6	3
O=C(Nc1cccc(F)c1)c1ccco1	-0.1	6.8	0.2	3.1	13	-2	-4	0	9	nt	-6
COc1ccc(-c2cc3cc(C(=O)O)ccn3c2C(=O)c2ccccc2)cc1	0.0	-0.9	-1.5	-0.3	-6	-3	-8	0	-14	-3	5
C/C(=N\N1C(C)CCCC1C)c1ccccc1O (stereo unspecified)	-0.1	-0.5	-1.8	1.9	9	11	8	0	-1	-4	-3
Cc1c(Cl)cccc1NC(=S)N1CCCN(Cc2ccccc2F)C1	7.1	0.2	1.6	3.5	-4	-4	-5	-38	4	20	-4
